IEC-6 cytotox: cytotoxicity in IEC-6 intestinal epithelial cells, primary screen, cytotoxicity control for KLF5 inhibitor project, cell-based, luminescence; IEC-6 cytotoxicity, luminescence viability; actives 0.78% (n = 290,000); inhibition, % at 5 µM; in the data active = inhibition above about 22%;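 also: 0% = plate median of test compound wells and 100% = cytotoxic reference compound wells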
AI-2 QS mod: Vibrio harveyi AI-2 quorum sensing modulators, primary screen, JMH597 strain, luminescence/OD600 ratio; Vibrio harveyi JMH597 AI-2 luminescence/OD600 ratio, 9 h; stronger effect = lower value; strain lacks LuxN and CqsS sensors; 0 = neutral-control median; activity change, % at 7.5 µM; actives 0.4% (n = 300,000); AID 2094, 2009; in the data active = activity change below about -75%, passing the limit was not always enough; inconclusive = no clear call, values can overlap the other calls;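 also: luminescence divided by OD600 gain over 9 h not by final OD600 alone; inactives centre near 13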
HSF1 activator: HSF-1 activators, primary screen, NIH3T3-HGL cells, MG132 stress, luminescence, single point; actives 1.7% (n = 300,000); AID 504408, 2011; NIH3T3-HGL HSF-1 luciferase reporter, 8 h; 100% = twice DMSO control signal; activation, % at 9 µM;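 active = mean replicate activation of at least 50% with a set share of replicates each reaching 50%; inconclusive = only one of those two conditions met; inactive = mean below 50% and too few replicates reaching it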;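 also: 0% = median of the neutral control wells and 100% = twice that signal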
GSK3B inh: human GSK3beta kinase inhibitors, primary screen, biochemical, cell-free homogeneous, HTS; GST-GSK3beta kinase, ADP-Glo luminescence, 60 min; stronger effect = lower value; AID 2097, 2009; actives 0.038% (n = 300,000); activity score (negative = inhibition), % at 10 µM;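 active = more than half of replicate wells score below -50%, meaning over 50% inhibition versus plate controls; inconclusive = some replicates but at most half score below -50%; inactive = no replicate scores below -50%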;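 also: 0% = median DMSO wells and -100% = median GW8510 positive control wells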
Target sequence (P49841 whole entry, looked up): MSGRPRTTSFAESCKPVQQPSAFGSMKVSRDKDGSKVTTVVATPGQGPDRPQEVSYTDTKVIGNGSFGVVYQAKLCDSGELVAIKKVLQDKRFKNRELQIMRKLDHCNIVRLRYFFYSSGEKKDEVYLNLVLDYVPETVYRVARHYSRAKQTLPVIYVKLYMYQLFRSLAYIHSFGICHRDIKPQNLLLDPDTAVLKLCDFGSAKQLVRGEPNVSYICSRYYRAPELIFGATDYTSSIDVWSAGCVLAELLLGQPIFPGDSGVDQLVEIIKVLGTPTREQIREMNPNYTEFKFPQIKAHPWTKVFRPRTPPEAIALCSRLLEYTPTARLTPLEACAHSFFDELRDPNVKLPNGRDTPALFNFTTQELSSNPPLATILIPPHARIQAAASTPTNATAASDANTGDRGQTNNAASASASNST
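Assay system: GST-tagged human GSK3beta kinase, cell-free; Input: 1.6 ng GSK3beta; Medium: Tris/MgCl2 kinase buffer; Timing: 60 min enzyme reaction, room temperature; Signal: ADP-Glo luminescence quantifying ADP generated by kinase; Evaluation: score relative to plate controls; Benchmarks: DMSO neutral wells and GW8510 at 20 µM as positive.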
GSK3A inh: blockers of GSK3A enzyme activity – biochemical, luminescence, cell-free homogeneous, HTS, primary screen | AID 2650, 2010 | inhibition, % at 10 µM | GSK-3 alpha kinase, ADP-Glo luminescence, 60 min | actives 0.1% (n = 320,000) | Glycogen synthase kinase-3 alpha (Homo sapiens), P49840;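 in the data active = inhibition above about 50%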;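 also: GST-tagged GSK-3 alpha with peptide substrate and 25 µM ATP; 0% = DMSO neutral wells and 100% = GW8510 positive control wells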
Target sequence (P49840 whole entry, looked up): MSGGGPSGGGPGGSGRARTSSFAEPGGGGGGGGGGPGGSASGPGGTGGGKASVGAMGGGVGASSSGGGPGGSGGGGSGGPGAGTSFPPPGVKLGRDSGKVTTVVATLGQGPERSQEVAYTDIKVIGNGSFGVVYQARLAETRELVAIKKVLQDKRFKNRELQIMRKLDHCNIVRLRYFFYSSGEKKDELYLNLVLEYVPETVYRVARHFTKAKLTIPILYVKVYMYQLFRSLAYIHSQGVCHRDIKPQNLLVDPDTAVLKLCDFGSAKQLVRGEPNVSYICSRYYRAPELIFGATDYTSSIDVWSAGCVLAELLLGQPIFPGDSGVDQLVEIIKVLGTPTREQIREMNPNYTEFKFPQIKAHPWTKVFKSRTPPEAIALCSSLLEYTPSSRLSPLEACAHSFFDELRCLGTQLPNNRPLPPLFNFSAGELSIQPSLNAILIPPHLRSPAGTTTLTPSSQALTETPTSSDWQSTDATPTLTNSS
KLF5 inhibitor: KLF5 expression inhibitors, primary screen, DLD-1 cells, luminescence; DLD-1 KLF5 promoter-luciferase reporter; inhibition, % at 5 µM; actives 0.23% (n = 290,000); AID 1700, 2009;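 active = inhibition above a per-plate limit of that plate's mean compound inhibition plus 3 SD, cut at about 60% in these data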;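 also: 0% = DMSO wells and 100% = LY294002 at 200 µM; higher means less KLF5 promoter-driven luciferase light; inactives centre near -14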
aSyn 5UTR inh: MLPCN primary screen, SNCA 5' untranslated region; alpha-synuclein 5'UTR reporter, inhibitor activity; inhibition, % (tested at 7.5 µM); actives 0.82% (n = 300,000); AID 1813, 2009; in the data active = inhibition above about 60%; inconclusive = no clear call, values can overlap the other calls;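 also: H4 neuroglioblastoma cells stably carrying SNCA 5'UTR luciferase fusion; 0% = DMSO wells and 100% = positive control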
HSP90 refold inh: HSP90 inhibitors, primary screen, cell lysate, luminescence | Heat shock protein HSP 90 (rabbit reticulocyte lysate; luciferase refolding) | Rabbit reticulocyte lysate, luciferase refolding luminescence, 3 h | inhibition, % at 5.6 µM | actives 0.91% (n = 290,000) | AID 1789, 2009;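 active = inhibition above the screen-wide mean plus 3 SD, computed separately per campaign, cut at about 16% in these data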;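 also: 0% = DMSO wells and 100% = 60 µM geldanamycin wells; inhibitors lower the luminescence because luciferase stays unfolded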
HIF activator: HIF pathway transcriptional activators, primary screen, cell-based, U2OS HRE-luciferase, luminescence; actives 0.32% (n = 300,000); activation, % at 7.5 µM (by protocol); U2OS HRE-luciferase reporter; normalized: DMSO 0%, desferrioxamine 100%;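 active = mean activation of at least 10% of the iron chelator positive control signal, with at least half of replicates also reaching 10%; inconclusive = mean and replicate majority disagree about reaching 10%; inactive = mean and most replicates under 10%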
HSF1 inh: HSF1 inhibitors in luciferase reporter cells, primary screen, cell-based, NIH3T3, luminescence; NIH3T3-HGL HSE-luciferase, MG132-induced, luminescence 8 h; stronger effect = lower value; actives 0.77% (n = 300,000); activity change, negative = inhibition, % at 7.5 µM (by protocol);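 active = more than half of replicate wells show activity change below -50%, luminescence cut by over half; inconclusive = some wells, but at most half, below -50%; inactive = no replicate well below -50%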;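 also: luciferase reports HSF-1 transcriptional activity via heat shock element; 0% = median of DMSO wells and -100% = zero luminescence signal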
* = called active by the depositor; ? = inconclusive; nt = not tested or not shown.

mol	IEC-6 cytotox	AI-2 QS mod	HSF1 activator	GSK3B inh	GSK3A inh	KLF5 inhibitor	aSyn 5UTR inh	HSP90 refold inh	HIF activator	HSF1 inh
CSCC[C@H](NC(=O)[C@@H]1Cc2ccccc2CN1)C(=O)Nc1ccc2c(c1)OCCO2	-4	4	-61	1	-1	-84	34	1	-0.2	-52*
Cc1nn(CC2CC2)c(=O)n1N(C)c1ncc(C(F)(F)F)cc1Cl	0	12	-12	1	-1	-12	-1	2	0.1	-3
CCS(=O)(=O)N1CCCC(C(=O)NCc2ccccc2Cl)C1 (stereo unspecified)	2	34	-5	-3	1	-8	4	-2	-1.1	-5
CC(C)(C)c1ccc(-n2nc(C#N)c(Cl)cc2=O)cc1	52*	15	153*	6	nt	11	-25	0	-2.7	152
O=C(COc1cc(F)ccc1[N+](=O)[O-])Nc1ccc(N2CCCCC2)cc1	nt	31	-5	1	4	nt	-13	nt	-44	0
O=C(Nc1nccs1)c1ccc(COc2ccccc2Cl)o1	6	-14	29	4	0	-10	-50	2	2.4	12
Cc1ccccc1CN(CC1CCC(C(=O)O)CC1)C(=S)Nc1ccccc1F (stereo unspecified)	0	3	-2	1	-2	-9	0	-2	-0.4	-3
Cc1cccn2c(=O)c(C=O)c(N3CCN(C)CC3)nc12	7	15	-20	-1	8	-18	1	-3	0.1	-3
CCc1cccc(NC(=O)Cc2ccc([N+](=O)[O-])cc2)c1	1	15	-2	2	-3	-20	21	0	0.4	4
CN(C)S(=O)(=O)N1CCC(Oc2ccc(C(=O)NCC(C)(C)CO)cc2)CC1	1	40	6	2	1	2	1	1	-1.4	-2
CCOC(=O)CCNC(=O)N1CCCC(N(C)CCc2ccccc2)C1 (stereo unspecified)	1	6	0	4	-3	-45	-21	2	-1.2	-5
CCN(C(=O)CSc1ncnc2c1cnn2-c1ccccc1)C1CCS(=O)(=O)C1 (stereo unspecified)	nt	14	-5	2	-1	nt	12	nt	0.2	0
COC(=O)c1ccc(/C=N/NC(=O)c2cccc(F)c2)cc1	1	-7	21	3	0	-109	-134	1	2.7	17
C=CCn1c(SCC(=O)NC(=O)NCc2ccco2)nc2sc(CC)cc2c1=O	-1	14	14	1	-1	-11	6	-3	0.2	2
CCOc1ccccc1C(=O)Nc1cc(Cl)ccc1O	7	-5	8	-3	0	-8	-36	0	0.8	0
COc1ccc(-c2nn(-c3ccccc3C)cc2CNCc2cccnc2)cc1F	8	11	5	0	-2	-13	7	7	-0.8	6
Cn1nc(C(=O)N2CCN(c3ccc(Cl)cc3)CC2)c2c1-c1ccccc1S(=O)(=O)C2	4	16	-1	0	0	9	12	0	0.5	-4
COCCn1c(C)cc(C(=O)CSc2nc3ccccc3s2)c1C	-5	28	nt	1	-1	-156	?	28*	nt	nt
Cc1ccc(-c2nc(N)sc2CC(=O)OCC(=O)NCCC(C)C)cc1	-2	3	3	1	2	-30	15	-1	0.0	2
Cc1ccc(-n2ncc(C(=O)Nc3cc(Cl)ccc3Cl)c2C2CCNCC2)cc1	-2	7	-7	3	0	-33	-20	2	-0.3	-6

Six structures out of the list, arranged by count of non-hydrogen atoms, falling:
mol	IEC-6 cytotox	AI-2 QS mod	HSF1 activator	GSK3B inh	GSK3A inh	KLF5 inhibitor	aSyn 5UTR inh	HSP90 refold inh	HIF activator	HSF1 inh
CSCC[C@H](NC(=O)[C@@H]1Cc2ccccc2CN1)C(=O)Nc1ccc2c(c1)OCCO2	-4	4	-61	1	-1	-84	34	1	-0.2	-52*
Cc1ccccc1CN(CC1CCC(C(=O)O)CC1)C(=S)Nc1ccccc1F (stereo unspecified)	0	3	-2	1	-2	-9	0	-2	-0.4	-3
Cc1ccc(-c2nc(N)sc2CC(=O)OCC(=O)NCCC(C)C)cc1	-2	3	3	1	2	-30	15	-1	0.0	2
O=C(Nc1nccs1)c1ccc(COc2ccccc2Cl)o1	6	-14	29	4	0	-10	-50	2	2.4	12
CCc1cccc(NC(=O)Cc2ccc([N+](=O)[O-])cc2)c1	1	15	-2	2	-3	-20	21	0	0.4	4
CC(C)(C)c1ccc(-n2nc(C#N)c(Cl)cc2=O)cc1	52*	15	153*	6	nt	11	-25	0	-2.7	152

More results
mol	IEC-6 cytotox	AI-2 QS mod	HSF1 activator	GSK3B inh	GSK3A inh	KLF5 inhibitor	aSyn 5UTR inh	HSP90 refold inh	HIF activator	HSF1 inh
COc1ccc(S(=O)(=O)N2CCCC(C(=O)Nc3cccnc3)C2)cc1Cl (stereo unspecified)	-5	16	-1	-15	0	-23	5	-4	-0.7	-6
Cc1cc(N/C=C(\C#N)S(=O)(=O)c2ccccc2Cl)nc(C)n1	-3	7	9	7	-2	-25	-1	-3	-0.1	2
Cc1cccc(NC(=S)NCCc2ccccc2)n1	3	36	-20	0	0	-35	12	1	1.2	-2
Cc1ccc(-c2nn(-c3ccccc3)cc2C(=O)NCC(c2cccs2)N2CCOCC2)cc1 (stereo unspecified)	nt	25	23	-2	-1	nt	-29	nt	0.1	12
CCCCc1nnc(NC(=O)C2CCN(c3ncnc4sc(C)c(C)c34)CC2)s1	nt	0	7	-1	-2	nt	1	nt	-0.3	12
COc1ccc(-n2nnnc2SC(C)C(N)=O)cc1 (stereo unspecified)	4	8	3	2	-2	-10	-19	1	0.6	-3
Cc1cc(=O)oc2cc(OCC(=O)NCCCN3CCOCC3)c(Cl)cc12	-1	9	-6	1	-3	-17	6	0	0.3	-2
O=[N+]([O-])c1ccccc1SNc1ccc(Br)cn1	-4	25	-8	0	-2	-15	-9	3	-0.1	-2
COCCN1C(=O)N(c2cccc(OC)c2)C(=O)C1CC(=O)Nc1ccc(OC)cc1 (stereo unspecified)	2	3	11	-3	-1	-41	0	0	0.4	0
O=C(CCN1C(=O)c2cccc3cccc(c23)C1=O)Nc1ccccc1	-1	25	-5	-2	3	5	30	-1	0.0	2
COc1cccc(Nc2nc3cc(OC)ccc3cc2C#N)c1	-10	1	0	-2	-1	-13	12	-2	0.8	-3
CC(C)(C)c1ccc(C(=O)N2CCC(C(=O)N3CCCCC3)CC2)cc1	0	26	-19	1	0	-10	34	-4	-0.3	-5
O=C(NCc1ccco1)c1ccc2c(=O)n(-c3ccccc3)c(=O)n(Cc3cccc(F)c3)c2c1	2	16	7	-3	-1	11	31	-1	nt	5
CCOC(=O)C1(CC2CC2)CCN(S(=O)(=O)/C=C/c2ccccc2)CC1	-1	27	7	2	-2	0	-33	1	0.0	5
Oc1cccc2cc3cccc(O)c3c(O)c12	-8	33	-18	0	-3	-14	38	0	-0.4	-4
Cc1ccc2occ(/C=N/NC(N)=S)c(=O)c2c1	8	11	0	3	-1	13	-30	-2	-0.3	-10
N#Cc1ccccc1OCC(=O)NCCNC(=O)COc1ccccc1C#N	nt	19	-15	-3	-2	nt	1	nt	0.8	2
CCOc1cc(/C=N/N=C2/NC(=O)C(CC(=O)O)S2)ccc1OS(=O)(=O)c1ccc(C)cc1 (stereo unspecified)	1	33	3	0	nt	-19	-10	0	-0.2	3
Cc1cc(SCC(=O)c2cccs2)nc2c(C)cccc12	11	17	36	-3	3	-34	-35	2	0.9	4
CNS(=O)(=O)c1cn(CC(=O)NCc2ccccc2OC)cc1S(=O)(=O)NC	-3	41	4	5	-2	-10	3	3	-11	0
Cc1nnc(SCC(=O)NNC(=O)c2ccc(Cl)cc2)s1	3	-1	-9	0	-3	-23	-13	2	0.9	-2
CCOc1ccc(NC(=O)c2nnn(CC(=O)Nc3ccccc3OC)c2N)cc1	9	13	10	-2	0	-71	-36	-1	-18	2
COC(=O)c1c(NC(=O)c2ccco2)sc(C)c1C	-4	24	1	3	-1	-51	1	-4	-0.4	-1
O=C(NCCc1cccc(F)c1)/C(=C/c1cccnc1)NC(=O)c1ccccc1	-1	2	44	2	0	4	-1	0	0.1	2
N#Cc1c(N2C(=O)Nc3ccccc3N2O)sc2c1CCCCCC2	10	24	1	3	-3	-31	11	-3	0.1	-8
COc1cc(C2C(C(=O)N3CCOCC3)=C(C)NC3=C2C(=O)CCC3)ccc1OC(C)=O (stereo unspecified)	-9	35	-3	2	-1	10	1	3	0.3	3
Cc1ccc(OC(C)C)c(CN(CCO)CCO)c1	3	10	2	4	-1	3	9	-1	-1.0	-2
O=C(O)CCCC(=O)Nc1ccc(C(=O)N2CCCCC2)cc1	-4	17	0	3	-2	-3	24	0	0.0	4
COCCNC(=O)CS(=O)Cc1nc(-c2ccccc2C)oc1C (stereo unspecified)	6	17	-1	2	0	-12	-16	-1	-0.2	1
CNC(=O)c1cc(S(=O)(=O)N(C)C)ccc1Cl	-3	4	27	-1	-1	-1	4	-3	-0.2	8
COc1ccc(C(=O)OCCCN(C)C)cc1OC	-3	3	-7	3	-3	-10	9	-3	-0.6	-6
NNC(=S)Nc1c(F)cc(F)cc1Br	-10	17	-2	0	1	-9	-8	1	-0.1	3
O=C1OC(c2ccc(Br)cc2)=N/C1=C\c1ccco1	-12	34	-2	-5	-1	-36	11	8	-0.2	0
CCCC(=O)Nc1ccc(NC(=O)c2cccc(OC)c2)cn1	3	0	2	3	-2	-38	-14	4	-0.4	-4
NC(=O)C1CCN(c2nc(-c3ccccc3)nc3ccccc23)CC1	-2	25	2	-1	-4	-14	17	0	-0.2	0
N=c1c(C(=O)NCc2ccco2)cc2c(=O)n3ccccc3nc2n1CC1CCCO1 (stereo unspecified)	-7	9	10	-1	2	-21	-12	-3	0.5	1
